Screening data: PubChem, several laboratories
UTI89 phage lysis – inhibition of K1F phage lysis, E. coli UTI89, bacterial capsule biogenesis inhibitors, alamar blue (AID 488966); hit rate 0.02% among 340,000; E. coli UTI89 K1F phage lysis, alamar blue, 2 h; higher % means a stronger effect; inhibition, % at 100 µM; hits with a dose series show IC50 in µM;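 active means phage lysis inhibition, versus mean bacterial control, above a set limit; inconclusive means no clear call, values can overlap the other calls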;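 further: capsule biogenesis inhibitors block K1F phage lysis so surviving cells raise fluorescence; higher fluorescence means more inhibition of phage lysis; actives were called in the ten point dose series up to 300 µM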
Ins promoter up – MIN6 insulin promoter up-regulation; hit rate 0.3% among 190,000; MIN6 insulin promoter-GFP reporter, high-content imaging; hits give high values; z-score at 5 µM;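 active means z-score above 3 at 5 µM with at least 500 cells counted in the well; inconclusive means wells under 500 cells, flagged as cytotoxic or low count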
Autophagy mod – alters autophagy in cells; calls only at 10 µM (by protocol); hit rate 0.98% among 190,000; MEF GFP-LC3 puncta imaging; test concentration mostly 10 µM;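 active means percentage of spot-positive cells more than 3 SD above its plate mean, without a fluorescence outlier flag or 80% toxicity; inconclusive means no clear call, values can overlap the other calls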;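 further: spot-positive cell cutoff set from DMSO-treated cells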
CSM14.1 death rescue – rescue of cells from ER stress-induced death, primary screen, 384-well, CSM14.1, thapsigargin, ATP luminescence (AID 1222) | cellular ATP content (survival), % at 20 µM, or EC50 in µM where a hit was titrated | CSM14.1 thapsigargin-induced death rescue, ATP luminescence; higher % means a stronger effect | 190,000 tested, under 10 active;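 active means EC50 below 50 µM in the dose-response confirmation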;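 further: death triggered by thapsigargin at about 15 µM added after 2 h compound pretreatment; cell ATP read after overnight thapsigargin exposure of roughly 18 to 22 hours; normalized against plate controls of thapsigargin alone and 5% DMSO vehicle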
Dynein cargo inh – blocks dynein driven cargo transport along microtubules. 3617.4 mouse cells, GR-EGFP nuclear translocation imaging; test concentration mostly 20 µM; stimulated with dexamethasone, 1 µM; hits give low values. z-score, hits read low. hit rate 0.47% among 220,000;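 active means plate z-score of nuclear minus cytoplasmic receptor signal below a set negative limit, without overly bright fluorescence or cell loss, cut at about -3.5 in these data, passing the limit was not always enough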;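 further: z-score of nuclear minus cytoplasmic ring GR-EGFP intensity difference per well; some compounds called inactive have numbers as strong as hits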
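Buffer or medium: Induction medium lacking tetracycline, stripped serum | Also added: Dexamethasone agonist, 1.0 µM final, for 30 min | Timing: 48 h induction, 1 h compound, 30 min dex at 37 °C | Detection: Formaldehyde fixation, Hoechst nuclear stain, 10x automated fluorescence imaging | Measure: Nuclear versus cytoplasmic GR-EGFP signal, averaged per well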
M17LAP inhibition – P. falciparum M17LAP inhibitors, primary screen, biochemical, fluorogenic H-Leu-NHMec substrate, 1536-well (AID 1619); recombinant M17LAP, H-Leu-NHMec fluorogenic kinetic assay; higher % means a stronger effect; inhibition, % at 30 µM, or IC50 in µM where a hit was titrated; hit rate 0.38% among 220,000;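 active means compound inhibiting the enzyme by more than half at any dose during confirmatory dose-response retesting; inconclusive means strong single-dose inhibitors picked by rank but not retested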;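 further: plate controls were full reaction with DMSO carrier for no effect and no enzyme background for full effect; strong numbers were not always called active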
MT stabilize HCS – microtubule stabilization, imaging screen; HeLa tubulin immunostaining HCS, 24 h; share of cells brighter than vehicle mean+2SD; % tubulin-high responders, % at 10 µM; hit rate 0.83% among 200,000; AID 2205;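 active means plate Z-score above 3 for both tubulin-high and condensed-nucleus cell shares, with cell loss under 80%, at 10 µM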;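 further: anti alpha tubulin signal scored within the nucleus-defined area of each cell; some results filed as inactive read as strong as hits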
bCat nuc transl – modulators of beta-catenin nuclear translocation. HeLa beta-catenin nuclear translocation, immunofluorescence imaging. nuclear translocation activity, % at 5 µM. AID 1665. hit rate 0.3% among 190,000;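 active means nuclear translocation activity above 50% at 5 µM, with a well cell count of 50 or more; inconclusive means wells under 50 cells across six images, flagged as toxic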;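 further: per-cell ratio of nuclear to cytoplasmic median beta-catenin stain intensity; plate controls were DMSO negative control for no effect and GSK-3 inhibitor IX positive control for full effect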
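Test system: human HeLa cells, native beta-catenin. Compound dosing: 5 µM primary single dose, 0.1% DMSO, 0.02–20 µM confirmation series. Incubation: compound exposure 24 h at 37°C. Detection: beta-catenin immunostaining with DAPI counterstain, 20x imaging, 6 fields/well. Read-out basis: Nuclear/cytoplasmic beta-catenin signal ratio, % activation.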
P. falciparum M1AAP – P. falciparum M1AAP inhibitors, biochemical, fluorogenic H-Leu-NHMec substrate, 1536-well (AID 1445) | one-dose inhibition, % at 30 µM; IC50 in µM for titrated hits | recombinant M1AAP, H-Leu-NHMec fluorogenic kinetic assay; higher % means a stronger effect | hit rate 0.42% among 220,000;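 active means primary inhibition above the hit cutoff, then over 50% inhibition at one or more dose response concentrations, cut at about 23% in these data, passing the limit was not always enough; inconclusive means conflicting primary data, or primary hits not chosen for dose response; inactive means low primary inhibition, or under 50% at every dose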;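 further: plate controls were DMSO full reaction for no effect and no enzyme background for full effect; strong numbers were not always called active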
Dynein cargo inh cytoplasmic EGFP – also measured in Dynein cargo inh; calls as there; z-score; measured here: cytoplasmic GR-EGFP intensity; hits give high values
Dynein cargo inh nuclear GR-EGFP – further read-out of Dynein cargo inh, marked with its call; z-score; measured here: nuclear GR-EGFP intensity;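 lower value marks the stronger effect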
Dynein cargo inh cell count – also measured in Dynein cargo inh; calls as there; z-score; measured here: cell count per field
Ins promoter up cell count – further read-out of Ins promoter up, marked with its call; cell count; measured here: cytotoxicity, nuclei count;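 total cells summed across four imaged fields per well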
bCat nuc transl cell count 5 µM – second read-out of bCat nuc transl, no call of its own (marks repeat the call); cell count; measured here: cell count, cytotoxicity flag
MT stabilize HCS Hoechst-high % – further read-out of MT stabilize HCS, marked with its call; % Hoechst-high responders; measured here: nuclear condensation Hoechst responders;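 share of cells brighter than vehicle mean plus two SD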
MT stabilize HCS cytotoxicity % – recorded beside MT stabilize HCS, whose call it bears; toxicity, %; measured here: cytotoxicity by cell density;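 0% = mean cell density of plate MIN control wells and 100% = no cells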
Autophagy mod cell loss 18 h – recorded beside Autophagy mod, whose call it bears; toxicity, %; measured here: cell loss, nuclei count;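 cell loss after 18 h compound exposure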
Active calls of the source: *; i = inactive; ? = inconclusive; / = no result given; [ ] = another dose, or the depositor's remark. An unsorted share of the library; about 2.9% have a hit in one of these screens.

SMILES	UTI89 phage lysis	Ins promoter up	Ins promoter up cell count	Autophagy mod	Autophagy mod cell loss 18 h	CSM14.1 death rescue	Dynein cargo inh	Dynein cargo inh cytoplasmic EGFP	Dynein cargo inh nuclear GR-EGFP	Dynein cargo inh cell count	M17LAP inhibition	MT stabilize HCS	MT stabilize HCS Hoechst-high %	MT stabilize HCS cytotoxicity %	bCat nuc transl	bCat nuc transl cell count 5 µM	P. falciparum M1AAP
COc1ccc(N2CCN(C(=O)CSc3nnc(C)c(=O)[nH]3)CC2)cc1	-0.3%	-0.74	1311	i	4	-1.5%	1.3	-0.39	0.35	-0.15	5%	1.7	2.8	12	1.1	850	5%
Cn1c(NC(=O)c2ccco2)c(-c2ccc(Cl)cc2)c(=O)c2ccccc21	-1.9%	0.62	887	i	0	-1.6%	-0.67	-0.17	-0.12	1	1%	3.0	2.3	9.6	-3.5	1051	9%
COc1ccc(NC(=O)CCCC2=NS(=O)(=O)c3ccccc3N2)cc1	-1.5%	0.59	1131	i	23	1.5%	1.7	-0.2	2	-1.2	1%	3.4	1.2	3.0	1.2	476	-1%
CCOC(=O)c1c(NC(=O)CSc2nnc(CNc3ccc(OC)cc3)n2C)sc(C)c1C	-0.2%	-1.4	860	i	4	-0.7%	2.1	-0.14	1.5	-2.2	5%	6.6	2.9	1.4	-3.3	1176	7%
CCCN(CCC)S(=O)(=O)c1ccc(C(=O)N2CC3CCC(CC3)C2)cc1	-0.8%	0.83	1467	/	/	/	-0.78	-0.28	-0.43	1.8	-5%	/	/	/	-3.3	1129	7%
COc1ccc(CC(=O)NNc2ncnc3c2cnn3C)cc1	1.6%	0.96	1167	i	1	-0.7%	-0.46	-0.24	0.47	0.5	-12%	2.6	3.0	7.4	5.3	461	3%
O=C(O)CN1CCN(Cc2ccc(Cl)cc2)C1=O	-0.6%[50 µM]	-0.55	1252	i	12	-2.9%	1.7	-0.044	2.8	-1.9	12%	3.1	3.3	3.4	1.9	537	4%
COc1ccc(C2=Nn3c(nnc3-c3ccccc3OC)SC2)cc1OC	0.1%	-3.3	789	i	31	-1.7%	0.5	-0.3	0.35	-0.16	26%	16*	51*	36*	58*	793*	14%
Cc1ccc(O)c(NC(=S)NC(=O)C(C)C)c1	0.1%	0.34	1158	/	/	/	-0.71	-0.098	-0.43	1	-6%	/	/	/	-0.3	1470	-1%
O=C(NC(=S)NCCC1=CCCCC1)c1ccccc1Br	-1.6%	0	1422	i	3	17%	0.32	-0.34	-0.027	-0.12	12%	4.0	2.9	12	0.4	1086	7%
COc1cc(C)nc(Oc2ccc(OCc3ccccc3)nn2)n1	0.2%	-0.77	1037	i	-5	0.5%	2.1	-0.17	1.8	-0.65	8%	1.9	1.6	5.1	/	/	5%
Cc1cc(-c2nnc3sc(C4CCCCC4)nn23)n[nH]1	-0.1%	0.03	959	i	-4	-2.2%	2.8	-0.11	1.9	-2	2%	4.1	1.6	6.0	-1.1	1153	3%
O=C(O)CSc1nc2ccccc2c(=O)[nH]1	1.1%	/	/	i	32	-0.7%	1	-0.25	0.71	0.45	5%	1.4	1.3	13	0.6	1179	-1%
COc1ccc(-n2c(-c3ccc(Br)cc3)c[n+]3c2CCCCC3)cc1	/	?	/	i	9	-1.0%	-0.19	-0.16	-0.21	0.13	-7%	1.3	2.1	3.8	-1.1	1120	-1%
CCn1c(SCC(=O)NCc2ccco2)nc2c1c(=O)n(C)c(=O)n2C	1.6%	0.58	1379	i	-1	1.8%	-0.0017	-0.19	0.29	-0.7	-1%	1.6	1.3	7.4	-6.9	935	-2%
Cc1ccc(-c2nn(-c3ccccc3)cc2C(=O)Nc2cccc(S(=O)(=O)N3CCOCC3)c2)cc1	5.7%	-2.1	1315	i	3	1.6%	-0.74	-0.19	-0.34	-0.18	5%	6.4	2.0	12	1.5	1022	6%
Cc1c(NC(=O)c2cc3nc(-c4ccccc4)cc(C)n3n2)c(=O)n(-c2ccccc2)n1C	0.4%	1.3	713	i	15	-1.9%	2.9	-0.039	1.5	-1.9	8%	2.5	1.4	6.7	-0.7	1079	4%
O=C(NN=C1CCCC1)c1ccccc1OCc1ccc(Cl)cc1	-1.9%	0.11	1294	i	6	2.5%	1.3	-0.1	1.2	-1.7	11%	4.6	0.9	1.4	1.3	1089	-7%
Cc1cc(C)c2cc(C)c3nnc(SCC(=O)NCc4ccc5c(c4)OCO5)n3c2c1	-0.4%	0.28	1573	i	-3	0.0%	-0.2	-0.25	0.34	-0.38	8%	4.0	1.8	4.5	-3.5	889	-4%
CC(/C=N/Nc1nnc(C)c(=O)[nH]1)=C\c1ccccc1	0.1%	-0.15	1221	i	18	16%	-0.59	-0.2	-0.047	1	-7%	5.8	2.7	5.7	0.2	1333	3%
CCN1CCN(C(=O)CSc2cc(=O)n(C)c3ccccc23)CC1	0.0%	1.4	1264	i	22	-4.4%	1.1	-0.042	0.49	-1.5	-2%	1.6	1.1	7.0	-1.3	1077	-5%
COc1ccc(NC(=O)COC(=O)CCCN2C(=O)c3ccccc3C2=O)cc1Cl	-0.3%	-0.06	1355	i	-13	1.6%	0.86	-0.23	0.096	-0.86	-1%	2.7	1.2	6.0	-3.2	561	5%
COc1ccc(S(=O)(=O)N2CCCCC2C(=O)O)cc1 (stereo unspecified)	2.3%[50 µM]	0.34	1146	i	-6	0.4%	-0.49	-0.25	-0.38	0.31	6%	2.3	1.3	3.8	0.7	1014	3%
CC(=O)c1cc(-c2ccccc2)n(CC(=O)Nc2cccc(C)c2C)c1C	4.2%	-0.33	1226	i	-3	6.5%	1.3	-0.23	0.57	-0.79	11%	3.0	2.8	8.9	-3.5	498	7%
O=S(=O)(NC1CCCCC1Nc1ccccc1)c1ccccc1 (stereo unspecified)	0.1%	-0.32	1359	i	12	-1.0%	-0.72	-0.23	-0.2	0.62	3%	1.7	2.1	3.6	-0.1	1106	6%

The list goes on.
SMILES	UTI89 phage lysis	Ins promoter up	Ins promoter up cell count	Autophagy mod	Autophagy mod cell loss 18 h	CSM14.1 death rescue	Dynein cargo inh	Dynein cargo inh cytoplasmic EGFP	Dynein cargo inh nuclear GR-EGFP	Dynein cargo inh cell count	M17LAP inhibition	MT stabilize HCS	MT stabilize HCS Hoechst-high %	MT stabilize HCS cytotoxicity %	bCat nuc transl	bCat nuc transl cell count 5 µM	P. falciparum M1AAP
CCCCSc1nnc(C)c(=O)[nH]1	-0.8%	-0.58	960	i	29	-0.9%	-1.3	-0.32	-0.4	0.22	3%	4.2	3.5	6.3	-1.4	1139	6%
CSc1ccccc1NC(=O)c1ccccc1N(Cc1ccccc1)S(C)(=O)=O	6.0%	0.19	1565	i	-4	-1.6%	-0.05	-0.43	0.11	0.42	-4%	4.6	2.5	10	-0.6	1457	5%
CC(=O)c1cnc2c(-c3ccccc3)cnn2c1C	0.2%	0.17	1539	i	1	2.3%	-1.4	-0.21	-1.4	1.7	-8%	4.3	1.8	18	1.6	1209	-1%
Nc1ncnc(Nc2cc(C(F)(F)F)cc(C(F)(F)F)c2)n1	0.6%	-0.37	1060	/	/	/	1.4	-0.22	1.4	-0.86	14%	/	/	/	2.1	1216	0%
O=C(c1ccco1)N1CCN(CC(=O)N2c3ccccc3CCc3ccccc32)CC1	-0.3%	0.55	1241	i	11	5.5%	-0.22	-0.18	0.33	-0.74	3%	6.8	2.2	15	-6.2	1242	-13%
O=C(NCCOc1ccccc1)c1ccccc1	1.2%	0.26	1069	i	4	-2.3%	-0.13	-0.13	-0.05	0.36	6%	3.6	2.5	1.1	/	/	6%
COc1cccc(CNC(=O)C2CCN(S(=O)(=O)N3CCCC3)CC2)c1	1.1%	0.22	1233	i	-7	-0.5%	-0.63	-0.2	0.045	0.46	-1%	5.4	1.6	6.9	/	/	2%
CC(Nc1cc(N2CCNCC2)ccc1[N+](=O)[O-])c1ccccc1 (stereo unspecified)	14%	-0.26	1216	i	41	-1.2%	0.27	-0.25	0.29	0.55	-2%	3.9	2.8	1.4	2.7	339	7%
CCc1nnc(NC(=O)CSc2nnc(-c3ccco3)n2CCOC)s1	2.2%	0.25	1393	i	-29	1.6%	-0.37	-0.18	-0.064	0.53	0%	3.1	2.2	4.4	-0.1	1495	0%
O=C(O)c1cccc(N2CCCC2=O)c1	0.5%	/	/	i	17	-0.3%	1	-0.16	0.75	-1	9%	3.7	1.2	9.0	-4.1	1232	8%
O=C(N/N=C/c1ccc(O)c(O)c1O)/C(=C/c1ccc([N+](=O)[O-])cc1)NC(=O)c1ccccc1	1.9%	-0.16	962	i	35	-3.1%	-0.62	-0.19	0.27	0.64	13%	1.6	1.1	7.0	-4.6	1181	18%
